Screening data from PubChem BioAssay.
IMP-1 inh – inhibitors of Pseudomonas aeruginosa IMP-1 metallo-beta-lactamase | inhibition, % at 5.6 µM | purified IMP-1, nitrocefin hydrolysis, epi-absorbance fluorescence | 290,000 compounds, 0.45% hits;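 active = inhibition above the mean plus 3 SD of all compounds in the same screening run, cut at about 4.5% in these data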;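 note: 0% = IMP-1 with DMSO and 100% = DMSO wells lacking enzyme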
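assay system = purified recombinant IMP-1 metallo-beta-lactamase enzyme | schedule = 15 min preincubation plus 25 min reaction at 25 °C | signal = Epi-absorbance fluorescence, 480 nm excitation, 530 nm emission | read-out basis = percent inhibition from optical density relative to buffer-blank wells | controls = IMP-1 with DMSO as 0%, enzyme-free DMSO as 100%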
MEKK2 WT-MEK5 – raises or lowers MEK5 binding to wildtype human MEKK2 PB1 domain. AID 1531. Q9Y2U5. 290,000 compounds, 1.1% hits. bead flow cytometry, Alexa488-MEK5 binding to MEKK2 WT; actives lie on both sides. binding response (% of control), % at 10 µM; in the data active = binding response below about 67% or above about 130%
DNA FID counter – counter-screen for HCV NS3 helicase inhibitors: DNA intercalator displacement; inhibition, % at 7.9 µM; AID 1845; 290,000 compounds, 0.17% hits; DNA fluorescent intercalator displacement, fluorescence; in the data active = inhibition above about 37%;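 note: 0% = vehicle and 100% = reference compound; higher means more ethidium bromide displaced from hairpin DNA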
MEKK2 mut-MEK5 – signal of MEK5 binding to mutant human MEKK2 PB1 domain; bead flow cytometry, Alexa488-MEK5 binding to MEKK2 mutant; percent response, % at 10 µM; 290,000 compounds, 0.35% hits; AID 1530; in the data active = percent response above about 24%, passing the limit was not always enough; note: inactives centre near 1; some results filed as inactive read as strong as hits
SUMO HTRF inh – inhibitors of human SUMOylation (UBC9). inhibition, % at 35 µM. AID 2006. HTRF SUMOylation assay, SAE1/SAE2 + UBC9, in vitro. 290,000 compounds, 0.36% hits; in the data active = inhibition above about 50%, passing the limit was not always enough; note: strong numbers were not always called active
Target sequence (P63279 whole entry, looked up): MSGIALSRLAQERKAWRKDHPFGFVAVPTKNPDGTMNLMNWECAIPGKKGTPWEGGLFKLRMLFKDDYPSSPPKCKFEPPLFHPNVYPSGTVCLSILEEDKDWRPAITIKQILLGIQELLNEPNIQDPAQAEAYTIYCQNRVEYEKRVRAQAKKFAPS
VIM-2 inhibitor – blocks Pseudomonas aeruginosa VIM-2 metallo-beta-lactamase; purified VIM-2, nitrocefin hydrolysis, epi-absorbance fluorescence; inhibition, % at 5.6 µM; 290,000 compounds, 0.89% hits; AID 1527;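 active = inhibition above the mean of all tested compounds plus 3 SD, cutoff set per screening run, cut at about 7.5% in these data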;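 note: red hydrolysis product quenches plate fluorescence so inhibitors raise well fluorescence; 0% = enzyme with DMSO and 100% = DMSO without enzyme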
NS3 helicase inh – blocks Hepatitis C virus NS3 helicase unwinding; NS3 helicase DNA unwinding, Cy5 molecular beacon fluorescence; inhibition, % at 10.9 µM; 290,000 compounds, 0.56% hits;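 active = inhibition above the mean of all tested compounds plus 3 SD, set per campaign, cut at about 35% in these data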;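 note: 0% = DMSO wells and 100% = thioflavine S control wells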
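System: NS3 helicase fragment of HCV / Schedule: 1 h at 25 °C / Control set: DMSO alone as 0% and 110 µM thioflavine S as 100% / Reagent: Cy5/quencher beacon DNA duplex and ATP to start / Technique: Cy5 fluorescence / Replication: singlicate / Evaluation: % inhibition of end-to-start signal ratio versus controls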
PfM18AAP inh – PfM18AAP enzyme inhibition; 290,000 compounds, 1.2% hits; AID 1822; inhibition, % at 7.35 µM; recombinant PfM18AAP, H-Glu-NHMec fluorogenic cleavage;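 active = inhibition above the campaign mean inhibition over all tested compounds plus 3 SD, cut at about 28% in these data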;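 note: 0% = plate median of test compound wells and 100% = 2 mM ZnCl2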
NALP1 yeast inh – inhibitors of NALP1 inflammasome in yeast; S. cerevisiae NALP1/ASC/caspase-1 growth, X-gal OD620, 72 h; inhibition, % at 10 µM; 280,000 compounds, 0.61% hits; AID 2071; in the data active = inhibition mostly above about 24%, no sharp cut-off; inactive = mostly below about 32%; note: some compounds called inactive have numbers as strong as hits
* = called active by the depositor; . = not tested or not shown.

Screens in order: IMP-1 inh	MEKK2 WT-MEK5	DNA FID counter	MEKK2 mut-MEK5	SUMO HTRF inh	VIM-2 inhibitor	NS3 helicase inh	PfM18AAP inh	NALP1 yeast inh
COc1cc(C)c(C)cc1S(=O)(=O)N1CCN(Cc2ccc3c(c2)OCO3)CC1
    -3.0	108	-18	2	26	-2.1	-16	-9	19
CC(C)N1CCN(Cc2ccc(C#CC(C)(C)O)cc2)CC1CCO (centres undefined)
    1.3	100	5	-10	9	-4.0	0	0	-11
CCOCCCn1c(=N)c(C(=O)NCc2ccc3c(c2)OCO3)cc2c(=O)n3cccc(C)c3nc21
    -0.2	113	19	8	13	1.8	-20	14	22
CCN1CCN(c2c(Cl)cccc2NC(=O)c2ccc(Br)o2)CC1
    -6.2	.	2	.	8	-2.4	-9	1	18
CCN(c1ccc2c(c1)OCO2)S(=O)(=O)c1cc(Br)cc2c1N(C(C)=O)CC2
    7.4*	99	-3	-1	21	-2.6	2	0	8
Cc1ccc(S(=O)(=O)N2CCN(C)CC2)cc1C(=O)NC1CCCCC1
    -1.6	101	0	4	15	-3.8	0	-3	2
O=C1COc2ccc(S(=O)(=O)N3CCN(c4cccc(C(F)(F)F)c4)CC3)cc2N1
    -1.1	101	-29	3	1	-3.8	3	2	-13
Cc1onc(-c2ccccc2)c1C(=O)NC(=S)NNC(=O)c1ccc(O)cc1O
    -3.1	101	-2	-1	-82	-3.2	5	30*	23
CC(=O)NC(Cc1ccc(F)cc1)C(=O)NC1CCN(S(=O)(=O)c2ccccc2)CC1 (centres undefined)
    -0.6	94	-29	-1	4	-1.9	6	1	5
Cc1ccc(SCC(=O)Nc2nnc(C(C)(C)C)s2)cc1
    -5.9	103	-21	4	-4	-3.1	-5	1	5
O=c1[nH]c2ccccc2nc1-c1cccs1
    -0.8	97	3	-2	21	0.6	2	-2	-30
COc1ccccc1N1CCN(C(c2ccccc2Cl)c2nnnn2C(C)(C)C)CC1 (centres undefined)
    -0.9	98	6	1	-12	2.1	-6	0	-2
CCc1ccc(NC(=O)/C(C#N)=C/c2cn(CC(=O)O)c3ccccc23)cc1
    -0.8	99	-25	-11	7	1.1	24	-3	-13
COc1cc(OC)cc(C(=O)NC(C(=O)NCCN(C)C)C23CC4CC(CC(C4)C2)C3)c1 (centres undefined)
    -3.0	116	22	4	12	-2.3	-45	2	9
Cn1c(=O)c2cn(-c3cccc4ccccc34)cc2n(C)c1=O
    .	102	.	0	25	.	.	.	13
Cc1ccsc1/C=N/Nc1nc(Cl)c(Cl)cc1Cl
    -2.2	97	-2	-2	26	-3.9	1	19	8
Cc1cccc(C(C)C)c1NC(=O)c1ccc(CN(c2ccccc2)S(=O)(=O)c2ccccc2)cc1
    -1.8	108	-1	6	1	-1.3	1	2	13
COc1ccccc1NC(=O)Cc1ccsc1
    -1.4	107	-6	-1	2	-2.9	5	-9	-4
COc1ccc2c(c1OC)C(=O)OC2Nc1nc(-c2cccc([N+](=O)[O-])c2)cs1 (centres undefined)
    -2.4	100	8	-2	2	-2.7	11	2	13
CC(C)c1nc(Cl)c(C#N)c2c1CCCC2
    -0.7	100	-1	-1	4	0.9	9	-9	25
Cn1nc([N+](=O)[O-])nc1Oc1ccccc1
    -3.2	99	2	-5	-2	-3.7	-2	-23	24
Cc1cccc(OCCC(=O)NCC(=O)Nc2c(C)cccc2C)c1
    -3.5	113	-10	23	1	-2.2	8	-9	19
CCOc1cc(/C=N/NC(=O)c2c(-c3ccccc3)noc2C)ccc1O
    -2.0	111	-11	6	18	-2.7	-5	4	-19
Cc1noc(C)c1Cc1c(Cl)cccc1Cl
    -2.9	107	-1	4	12	0.5	3	0	6
CN(C(=O)COC(=O)C1CCN(S(=O)(=O)c2cccs2)CC1)C1CCS(=O)(=O)C1 (centres undefined)
    -2.0	91	-1	-8	-2	-2.8	-3	2	.
O=C(Cc1csc(Nc2nc(=S)[nH]c3ccccc23)n1)NCCCN1CCN(c2cccc(Cl)c2)CC1
    -1.1	150*	3	4	-6	-4.7	-41	2	-4
CC(C)N(C(=O)CN1C(=O)C(=O)c2ccccc21)c1ccccc1
    -4.2	96	5	-8	15	-6.9	3	3	11
CN(C)c1ccc(/C=C2\SC(=S)N(Nc3ncc(C(F)(F)F)cc3Cl)C2=O)cc1
    -1.0	305*	-4	309*	-14	1.0	1	5	1
O=C(Nc1ccc2c(c1)OCCO2)c1ccc(Cl)cc1
    -1.2	112	-7	11	18	-1.7	2	-14	-1
Cc1cc2nc(SCC(=O)Nc3ccccc3C(=O)O)[nH]c2cc1C
    -2.7	95	-27	-4	25	-0.6	14	-1	-3

MEKK2 mut-MEK5, what is marked active above
smiles | IMP-1 inh | MEKK2 WT-MEK5 | MEKK2 mut-MEK5 | SUMO HTRF inh | VIM-2 inhibitor | NS3 helicase inh | PfM18AAP inh | NALP1 yeast inh
CN(C)c1ccc(/C=C2\SC(=S)N(Nc3ncc(C(F)(F)F)cc3Cl)C2=O)cc1 | -1.0 | 305* | 309* | -14 | 1.0 | 1 | 5 | 1

The results go on:
Screens in order: IMP-1 inh	MEKK2 WT-MEK5	DNA FID counter	MEKK2 mut-MEK5	SUMO HTRF inh	VIM-2 inhibitor	NS3 helicase inh	PfM18AAP inh	NALP1 yeast inh
O=C(CCC1CCCC1)NCCCN1CCOCC1
    -0.2	96	3	-6	24	-2.1	-1	2	14
COc1ccc2nc(SCC(=O)Nc3ccc4c(c3)CCC4)[nH]c2c1
    -0.9	103	-9	-1	-8	-2.4	-8	6	23
Cc1cccc(NC(=S)NCc2ccc3c(c2)OCO3)c1
    -2.2	107	2	4	-14	-3.4	8	-5	19
O=C(O)CN1C(=O)NC2NC(=O)NC21 (centres undefined)
    -3.6	99	1	5	18	-1.9	4	-4	-1
O=C(NC1=NCCS1)c1ccc([N+](=O)[O-])cc1Cl
    -2.2	98	0	-3	13	-1.2	1	-13	-6
Cc1ccc(NS(=O)(=O)c2ccc3c(c2)NC(=O)CCS3)c(Cl)c1
    -1.1	107	-40	13	2	-2.4	-2	0	-1
O=C(Nn1c(-c2ccc(Cl)cc2)nc2ccccc2c1=O)c1cccnc1Cl
    -5.0	101	-1	-3	-1	-2.3	8	-2	14
O=C(NCc1ccc(F)cc1)c1cc2c(s1)CS(=O)(=O)C2
    -2.3	105	-11	4	6	-4.2	4	3	24
Cc1ccc(N(CC(=O)N/N=C/c2cc(C)n(-c3ccccc3C)c2C)S(C)(=O)=O)cc1
    -2.3	94	-19	-1	-19	-2.4	-4	-1	12
Cc1ccc(-n2cc(CN(C)CCc3cn[nH]c3)c(-c3cccc(C)c3)n2)cc1
    -0.9	158*	20	47	11	0.2	-47	-3	2
Cc1nc(C)c(-c2nnc(-c3ccc(C(C)(C)C)cc3)o2)cc1C(=O)NN
    -3.3	101	-16	-3	-9	-5.1	-8	-1	14
CN(C(=S)NC(=O)c1ccc(Cl)cc1)C1CCCCC1
    -4.6	93	-21	-6	39	-5.3	15	7	2
O=C(O)c1ccc(Nc2nc(-c3cccnc3)cs2)cc1
    -3.3	110	-9	5	9	-0.8	-1	-1	1
CCc1nnc(SCCSc2nnc(CC)n2N)n1N
    -2.4	119	2	8	26	-2.4	7	-10	1
Cc1ccc(S(=O)(=O)/C(C#N)=C/c2c[nH]c3ccccc23)cc1
    -5.0	98	6	5	-17	-3.2	-5	9	-9
COc1ccc(C2=NO[C@@](CC(=O)O)(C(=O)Nc3ccc4c(c3)OCCO4)C2)cc1
    -1.6	103	-13	0	-11	-1.6	3	-1	29
O=C1NC(=O)C2(CCc3ccccc32)N1 (centres undefined)
    -2.6	105	-2	3	4	-3.5	16	3	11
COc1cccc(CN2CCNC(=O)C2CC(=O)N(C)Cc2cnccn2)c1OC (centres undefined)
    -2.1	100	-1	-3	-2	-3.0	-7	-15	5
CCCCNC(=O)c1cn(-c2ccc(OCC)cc2)c(=O)c2cc(OC)c(OC)cc12
    1.4	97	-18	-5	5	-3.3	-4	-6	12
COC(=O)CN(c1ccc2c(c1)OCO2)S(C)(=O)=O
    -5.1	94	-3	-4	12	-6.3	5	1	-10
CN(C)c1cc(-c2ccccc2)nc(-c2ccccc2)n1
    -4.0	111	-2	4	1	-1.1	3	-1	8
Cc1sc2ncn(-n3c(C)ccc3C)c(=O)c2c1C
    -3.5	99	2	0	-8	-3.2	6	-2	-3
C=CCN(CC=C)S(=O)(=O)c1ccc(C(=O)Nc2nc3c(s2)CCc2ccccc2-3)cc1
    -1.4	98	-4	2	-15	-0.9	-7	-7	24
Cc1cccc(OC2CCN(Cc3nc(CC4CC4)no3)CC2)c1
    -0.2	95	-8	-3	11	1.7	6	-2	-8
CCN(Cc1ccncc1)C(=O)CCc1ccccc1
    -0.5	109	-3	4	13	0.8	3	-6	17
COc1ccc(NC(=O)c2cc(F)cc(F)c2)cc1Cl
    -2.2	96	1	0	11	-2.5	-2	7	-7
OC1(c2cccc(F)c2)CCN(Cc2ccncc2)CC1
    -3.1	112	-1	10	14	0.2	0	-6	22
O=C(COc1cccc(Cl)c1)NCc1ccccc1
    -3.5	98	-16	1	5	-2.3	14	-4	-28
COc1ccccc1N1CCN(C(=O)C(=O)N/N=C/c2ccccc2F)CC1
    -1.0	100	-15	0	9	-3.1	1	4	16
C=CCNC(=S)Nc1ccc(F)cc1F
    -5.1	98	1	-1	-11	-3.1	-7	11	8
CCS(=O)(=O)N1CCN(C(=O)c2cccc3ccccc23)CC1
    -3.4	106	-5	6	13	-2.8	-6	-12	8
CC(C)Cn1c(-c2ccc(C#N)cc2)nc2c1c(=O)[nH]c(=O)n2CC(C)C
    -2.2	106	-28	12	31	-1.6	-11	2	-4
CCC1CCCCN1C(=O)CSc1nc2c(c(=O)n(C)c(=O)n2C)n1C (centres undefined)
    -2.6	105	-20	-5	-8	2.7	10	-7	21
CCOC(=O)c1cc2c(C(F)(F)F)cc(-c3ccccc3)nc2o1
    -2.7	96	-3	-9	9	-0.3	0	0	8
COc1ccc(OCC(=O)N2CCCC(CO)(CCOc3ccccc3)C2)cc1 (centres undefined)
    -2.2	94	-49	-4	-2	-0.8	-21	1	12
CS(=O)(=O)N(CCc1ccccc1)CC(=O)NCc1ccc2c(c1)OCO2
    -5.0	103	-15	13	0	-1.1	1	-4	.
O=C(CSc1nnc(-c2cccs2)n1-c1ccccc1)N1CCOCC1
    -5.0	96	-16	-2	4	-4.0	-1	-3	10
O=C1/C(=C/c2coc3ccc(O)cc3c2=O)SC(=S)N1c1ccccc1
    -2.2	93	-3	-7	57*	-2.1	7	25	.
O=C(Nc1cc(Oc2ccc(Cl)cc2)cc([N+](=O)[O-])c1)c1ccco1
    -2.4	42	6	9	-22	-1.4	3	-10	18
CCCNC(=S)N1CCN(C(c2ccccc2)c2ccccc2)CC1
    0.1	96	-19	-2	-2	-2.7	0	-9	25
C=CCOc1ccc(/C=C2\C(=N)N3N=C(S(=O)(=O)CC)SC3=NC2=O)cc1OC
    -4.3	105	-7	6	-2	-5.0	8	0	-9

Random draw from the library; about 4.7% have a hit in one of these screens.
